Assay outcomes (PubChem)
FadD28 FP inh – blocks FadD28 binding to the bisubstrate probe; fluorescence polarization; inhibition, % at 12.5 µM; hit rate 0.22% among 360,000; in the data active means inhibition above about 8.5%, passing the limit was not always enough; inconclusive means no clear call, values can overlap the other calls
FBA Mtb inh – inhibits M. tuberculosis FBA enzyme; hit rate 2.3% among 360,000; purified M. tuberculosis FBA, fluorescence read-out; inhibition, % at 1 µM; in the data active means inhibition above about 27%;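 further: 0% = vehicle and 100% = reference inhibitor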
Target sequence (P9WQA3 whole entry, looked up): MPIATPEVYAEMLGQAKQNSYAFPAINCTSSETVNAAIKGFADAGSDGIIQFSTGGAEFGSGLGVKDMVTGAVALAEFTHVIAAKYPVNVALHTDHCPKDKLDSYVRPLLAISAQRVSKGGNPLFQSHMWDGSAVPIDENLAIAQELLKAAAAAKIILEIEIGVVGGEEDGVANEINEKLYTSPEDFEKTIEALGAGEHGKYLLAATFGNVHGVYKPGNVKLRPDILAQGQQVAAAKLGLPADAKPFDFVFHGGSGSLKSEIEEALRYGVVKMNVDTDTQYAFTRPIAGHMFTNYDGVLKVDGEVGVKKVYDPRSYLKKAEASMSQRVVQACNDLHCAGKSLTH
GDH-TPI inh – counter-screen for M. tuberculosis FBA inhibitors: GDH-TPI coupled enzymes. GDH-TPI coupled enzyme counterscreen, NADH absorbance. inhibition, % at 4.8 µM. hit rate 1.2% among 360,000; in the data active means inhibition above about 30%;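 further: 0% = DMSO wells and 100% = wells lacking the enzyme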
Vc quorum ag – induces V. cholerae light production without autoinducers; V. cholerae BH1578 lux reporter, luminescence, 6 h; activation, % at 18.7 µM; hit rate 0.16% among 350,000; AID 588436; in the data active means activation mostly above about 9.7%, no sharp cut-off; inconclusive means no clear call, values can overlap the other calls; inactive means mostly below about 3.7%; further: not every result past the cut was called active; inactives centre near 0; reference of the scale not given here
Yp Topo-I inh – inhibitors of Yersinia pestis topoisomerase I; AID 504884; hit rate 0.064% among 360,000; Y. pestis Topo-I cleavage product accumulation, plate reader; activity, % at 10 µM; in the data active means activity above about 50%, passing the limit was not always enough; inconclusive means no clear call, values can overlap the other calls; further: inactives centre near 2
PfHsp40 yeast – rescue of PfHsp40-mediated yeast toxicity. S. cerevisiae expressing PfHsp40, growth rescue, ATP luminescence. growth rescue, % at 12.5 µM. hit rate 0.68% among 340,000. AID 504582; in the data active means growth rescue above about 28%, passing the limit was not always enough; inconclusive means no clear call, values can overlap the other calls;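 further: yeast W303a lacking pdr1 and pdr3 grown in galactose medium; growth measured after three days at 30 °C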
UGM FP inh – inhibitors of M. tuberculosis UDP-galactopyranose mutase | P9WIQ1 | AID 504406 | hit rate 0.06% among 320,000 | purified UGM, fluorescence polarization probe displacement | inhibition, % at 10 µM; in the data active means inhibition above about 10%, passing the limit was not always enough; inconclusive means no clear call, values can overlap the other calls
Target sequence (P9WIQ1 whole entry, looked up): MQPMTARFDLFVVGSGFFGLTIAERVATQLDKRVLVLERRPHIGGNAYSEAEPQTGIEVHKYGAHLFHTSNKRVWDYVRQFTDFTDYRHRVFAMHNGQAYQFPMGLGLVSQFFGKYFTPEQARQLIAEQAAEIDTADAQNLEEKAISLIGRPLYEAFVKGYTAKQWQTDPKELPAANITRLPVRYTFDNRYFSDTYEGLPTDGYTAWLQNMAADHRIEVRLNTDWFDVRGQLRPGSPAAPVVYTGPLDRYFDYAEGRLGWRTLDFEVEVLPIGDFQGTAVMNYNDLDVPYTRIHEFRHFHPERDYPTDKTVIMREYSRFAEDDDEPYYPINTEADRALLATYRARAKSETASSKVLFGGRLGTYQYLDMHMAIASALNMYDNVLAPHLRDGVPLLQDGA
BioA inh – BioA (M. tuberculosis) enzyme inhibition; purified M. tuberculosis BioA enzyme, plate reader; hit rate 0.096% among 360,000; inhibition, % at 9.99 µM; AID 602481; in the data active means inhibition above about 40%; inconclusive means no clear call, values can overlap the other calls
TcdB GH inh – inhibitors of Clostridioides difficile toxin B glycohydrolase | P18177 | TcdB glycohydrolase enzymatic assay, plate reader | inhibition, % at 9.99 µM | hit rate 0.24% among 350,000; in the data active means inhibition above about 10%
Active calls of the source: *; i = inactive; ? = inconclusive; . = not tested or not shown. Outcome played no part in choosing rows. About 4.6% of those tested had a hit in this group.

SMILES | FadD28 FP inh | FBA Mtb inh | GDH-TPI inh | Vc quorum ag | Yp Topo-I inh | PfHsp40 yeast | UGM FP inh | BioA inh | TcdB GH inh
O=C(NC1=NCCS1)c1ccccc1 | -0.6 | 0 | 1 | -0.4 | 0 | 0.4 | -0.8 | -1.4 | -10
CCC(=O)Nc1c(C#N)c2nc3ccccc3nc2n1-c1ccc(C)cc1 | -4.0 | 38* | 11 | -2.1 | 0 | 0.7 | . | . | 0.0
CC1(C(=O)NS(=O)(=O)c2ccc3ccccc3c2)CCN1C(=O)Cc1ccc(-c2ccccc2)cc1 (configuration not stated) | -16 | -5 | -1 | -0.4 | 31 | . | . | 1.1 | 0.1
COc1ccc(Cl)cc1-n1c(C)ccc1C | -0.1 | -2 | 9 | 0.7 | 0 | -0.5 | 0.1 | . | .
CC(C)Oc1cccc(-c2cc(C(=O)N3CCN(S(C)(=O)=O)CC3)c3ccccc3n2)c1 | -5.2 | 0 | 0 | i | 19 | -1.8 | -0.4 | -0.6 | .
CC(CCc1ccccc1)NC(=O)c1ccncc1 (configuration not stated) | . | 0 | 1 | i | -8 | -0.7 | -2.1 | 0.0 | .
COc1cccc(CNC(=O)CCC2CCCN(Cc3cc(Cl)ccc3O)C2)c1 (configuration not stated) | -0.4 | 0 | -1 | -0.1 | 4 | -0.6 | 3.5 | 0.7 | 0.9
O=[N+]([O-])c1ccc(-c2nc(-c3cccs3)c(-c3cccs3)[nH]2)cc1 | -3.6 | -6 | 10 | 0.4 | -35 | 438* | 0.0 | -1.8 | 0.6
COc1cc(C=CC(=O)c2cc(OC)c(OC)c(OC)c2)cc(OC)c1OC | -2.6 | -1 | 19 | -0.8 | 32 | -0.2 | . | . | 1.0
COc1ccn(C)c(=O)c1C#N | -3.3 | 0 | -5 | -0.5 | -4 | 10 | -1.7 | 0.8 | 0.6
COCCn1nnnc1C(c1ccc(OC)c(OC)c1)N1CCN(c2nc3ccccc3s2)CC1 (configuration not stated) | -3.2 | -1 | 2 | -0.4 | 39 | -0.6 | -0.5 | . | .
CC(C)Oc1ccccc1/C=N/NC(=O)c1ccccc1Cl | -0.4 | 0 | 14 | 0.5 | 4 | 1.6 | -0.3 | . | 4.5

Four of these compounds, set out differently:
COc1cccc(CNC(=O)CCC2CCCN(Cc3cc(Cl)ccc3O)C2)c1 (configuration not stated)
  FadD28 FP inh: -0.4
  FBA Mtb inh: 0
  GDH-TPI inh: -1
  Vc quorum ag: -0.1
  Yp Topo-I inh: 4
  PfHsp40 yeast: -0.6
  UGM FP inh: 3.5
  BioA inh: 0.7
  TcdB GH inh: 0.9
O=[N+]([O-])c1ccc(-c2nc(-c3cccs3)c(-c3cccs3)[nH]2)cc1
  FadD28 FP inh: -3.6
  FBA Mtb inh: -6
  GDH-TPI inh: 10
  Vc quorum ag: 0.4
  Yp Topo-I inh: -35
  PfHsp40 yeast: 438*
  UGM FP inh: 0.0
  BioA inh: -1.8
  TcdB GH inh: 0.6
COc1cc(C=CC(=O)c2cc(OC)c(OC)c(OC)c2)cc(OC)c1OC
  FadD28 FP inh: -2.6
  FBA Mtb inh: -1
  GDH-TPI inh: 19
  Vc quorum ag: -0.8
  Yp Topo-I inh: 32
  PfHsp40 yeast: -0.2
  UGM FP inh: .
  BioA inh: .
  TcdB GH inh: 1.0
COc1ccn(C)c(=O)c1C#N
  FadD28 FP inh: -3.3
  FBA Mtb inh: 0
  GDH-TPI inh: -5
  Vc quorum ag: -0.5
  Yp Topo-I inh: -4
  PfHsp40 yeast: 10
  UGM FP inh: -1.7
  BioA inh: 0.8
  TcdB GH inh: 0.6

New compounds follow:
SMILES | FadD28 FP inh | FBA Mtb inh | GDH-TPI inh | Vc quorum ag | Yp Topo-I inh | PfHsp40 yeast | UGM FP inh | BioA inh | TcdB GH inh
Cc1ccc2nsnc2c1NC(=O)c1sc2ccccc2c1Cl | 0.7 | -1 | 8 | -0.3 | -2 | 13 | -0.1 | . | .
CCc1ccc(C(=O)COC(=O)c2cccs2)cc1 | 0.8 | 5 | 5 | -1.0 | 11 | -1.9 | 1.7 | 0.0 | .
COc1cc2c(cc1OC)C(C)N(S(=O)(=O)c1ccc(C)cc1)CC2 (configuration not stated) | 2.7 | 1 | 8 | -0.8 | 4 | -0.2 | 2.7 | 1.3 | 0.7
CCOc1ccc(/C=N/NC(=O)c2ccc(F)cc2)cc1CN1CC2CC(C1)c1cccc(=O)n1C2 (configuration not stated) | -8.4 | -1 | 20 | -0.3 | 21 | -1.1 | -1.2 | -0.7 | 0.8
CC(=O)NC(CC(=O)O)c1ccc([N+](=O)[O-])cc1 (configuration not stated) | -2.1 | 0 | -3 | i | 4 | -0.1 | 2.9 | . | 1.4
O=C(O)/C=C/c1ccc2c(c1)OCCO2 | 0.0 | 1 | 5 | -0.5 | 6 | 2.0 | 2.1 | -0.9 | -0.1
CCOC(=O)C1(CCc2ccccc2)CCN(C(=O)C2CCOCC2)CC1 | -0.2 | 2 | -4 | 0.2 | 18 | 11 | -0.1 | . | -0.1
NS(=O)(=O)c1ccc(CNC(=O)c2cccc(Oc3ccccc3)c2)cc1 | . | -1 | 9 | i | 4 | 0.2 | 0.6 | 0.0 | 2.0
CCNS(=O)(=O)c1ccc(NC(=O)Cc2ccc(F)cc2)cc1 | -4.4 | 3 | 3 | -0.5 | 5 | -1.3 | -0.1 | 0.6 | 1.0
COc1ccc(Cn2c(O)c(C=Nc3ccccc3C(=O)O)c3ccccc3c2=O)cc1 | ? | 7 | 18 | i | 0 | -0.7 | -1.0 | 8.0 | 0.4
CCOC(=O)N1CCN(c2c(N3CCN(c4ccc(OC)cc4)CC3)c(=O)c2=O)CC1 | -2.4 | -2 | 24 | -0.2 | 4 | 0.4 | -0.2 | 3.2 | -4.7
CCOc1ccc(NC(=O)CCC(=O)Oc2ccc(C)cc2)cc1 | -2.4 | -5 | 1 | i | -6 | 1.9 | 0.1 | . | 1.1
COc1cc2c(cc1OC)C1(CCCC1)CNC2C (configuration not stated) | -1.4 | 0 | 5 | -0.3 | 5 | -0.5 | 1.3 | 0.9 | 7.5
COc1ccc(Cl)cc1NC(=S)NC(=O)c1ccco1 | . | -1 | 13 | -5.7 | 3 | 0.0 | -1.7 | -0.1 | -0.1
Oc1ccccc1C(=S)N1CCN(C(=S)c2ccccc2O)CC1 | 0.4 | 2 | 10 | -0.8 | -2 | . | 2.4 | 0.2 | -0.2
OC(CN1CCCCC1)Cn1c2ccccc2c2cc(Br)ccc21 (configuration not stated) | -2.2 | 3 | 5 | i | -9 | -0.2 | -0.5 | -0.9 | -0.2
COc1cc2c(cc1OC)CN(C(=O)c1ccc(S(=O)(=O)N3CCCCCC3)cc1)CC2 | -0.7 | -4 | 0 | -0.7 | 13 | -0.9 | -0.3 | 0.9 | .
CSc1ccccc1C(=O)Nc1ccc2c(c1)OCCO2 | 0.0 | 0 | 5 | -0.4 | 0 | -0.6 | -0.3 | -0.5 | .
O=C(Nc1nnc(S(=O)(=O)N2CCCC2)s1)c1ccccc1Cl | -2.8 | 0 | 13 | -0.2 | -6 | -0.3 | 0.2 | 0.4 | 0.9
COc1ccc(Cl)cc1NC(=S)N1CCCCCC1 | -3.0 | 0 | -12 | i | -10 | 0.8 | 0.8 | 0.0 | 0.9
CCn1c(SCC(=O)O)nc2ccccc21 | -1.9 | -1 | -7 | -0.5 | 1 | -1.5 | 1.8 | 1.2 | -0.1
Cc1nn(-c2ccccc2)nc1CNC(=O)c1ncoc1-c1ccccc1 | -0.1 | 1 | -1 | i | 5 | 3.7 | 1.1 | . | 1.2
CC[C@@]12C(=O)N(c3cccc(Cl)c3)C(=O)N1[C@H](c1cccc(C)c1)[C@@H]1C(=O)N(Cc3ccccc3)C(=O)[C@@H]12 | -14 | -2 | -2 | -0.5 | 20 | 1.2 | 0.1 | -1.0 | 0.8
CC1(NC(=O)CCc2ccccc2)CCN(CCCc2ccccc2)C1=O (configuration not stated) | -3.2 | 2 | 5 | -1.0 | -3 | -0.5 | 1.2 | -0.3 | 1.2
Fc1cccc(Cl)c1CSc1ccc(-c2cccnc2)nn1 | -2.2 | 5 | 5 | -0.5 | 12 | 0.6 | 0.0 | . | 0.7
O=C(/C=C/Nc1ccc(F)c(F)c1)c1ccc(Br)cc1 | -0.2 | 0 | 11 | -0.2 | -1 | -1.8 | 1.4 | . | 0.9
CN1C(=O)C(O)N=C(c2ccccc2)c2ccccc21 (configuration not stated) | -0.9 | -1 | 17 | -0.5 | 5 | -1.1 | -0.2 | . | -2.1
COc1ccccc1N(CC(=O)NC1CCCCC1)S(=O)(=O)c1ccccc1 | -3.1 | 6 | 0 | -0.4 | 24 | 0.0 | -1.3 | -0.5 | 0.5
O=S(=O)(c1cc(F)ccc1F)N1CCC2(CC1)OCCN2S(=O)(=O)c1ccccc1 | -1.6 | 6 | 4 | -0.7 | 7 | -0.5 | 0.1 | -0.3 | 1.0
CCOC(=O)C1=C(CS(=O)(=O)c2ccccc2)NC(=O)NC1c1ccccc1 (configuration not stated) | -3.6 | -1 | -5 | 1.6 | -3 | -0.2 | -2.8 | 3.0 | .
CS(=O)(=O)c1ccc(C(=O)NCC(c2ccco2)N2CCCCC2)cc1 (configuration not stated) | -4.8 | 4 | 8 | -0.6 | 2 | 1.1 | 4.5 | . | -4.5
CCOc1cc(C2C(C#N)=C(N)Oc3n[nH]c(-c4ccccc4)c32)ccc1O (configuration not stated) | -4.3 | -3 | -7 | 5.0 | -2 | 1.0 | -0.7 | -0.2 | .
O=C(c1ccco1)N1CCN(S(=O)(=O)c2ccc(S(=O)(=O)NC3CCCC3)cc2)CC1 | 0.8 | -1 | 18 | i | 15 | -0.8 | 5.0 | 0.0 | 0.8
CC(C)=Cc1oc2ccc([N+](=O)[O-])cc2c1N1CCOCC1 | -4.9 | -2 | -8 | -3.3 | 0 | 1.3 | 0.2 | -2.3 | 0.8
C=CCn1c(C)nnc1SCC(=O)NC1CCCCC1 | -0.2 | 8 | 2 | i | 8 | -0.5 | 0.1 | 0.2 | 0.2
Cc1ccc(NC(=O)C2(c3ccccc3)CCOCC2)cc1 | 1.2 | 4 | 7 | 0.8 | 6 | -1.3 | 1.1 | . | 0.6
COc1ccc(CCNC(=O)COc2ccc(S(=O)(=O)NC3CCCCC3)cc2Cl)cc1OC | -3.1 | 0 | -10 | 0.0 | -8 | 1.1 | -3.5 | . | -1.2
Cc1cccn2c(CNCC(C)Oc3cccnc3)c(C(=O)N3CCOCC3)nc12 (configuration not stated) | -3.5 | -1 | -4 | i | 2 | 0.7 | 0.5 | -2.2 | -0.9
COC(=O)c1c(NC(=O)CN(c2ccc(C)c(C)c2)S(C)(=O)=O)sc2c1CCCC2 | -1.3 | -3 | -1 | 0.1 | 26 | 0.8 | . | . | .
O=C(OCc1c(-c2ccccc2)ncc2ccccc12)c1ccccc1C(F)(F)F | -1.3 | 4 | 15 | i | -9 | 2.1 | -3.1 | -1.8 | -0.3
CC(=O)N(C)c1nc(N)n(-c2ccccc2)n1 | 0.8 | 4 | 5 | -0.3 | -7 | 0.4 | 2.6 | . | 0.0
CN(C(=O)COC(=O)c1ccc([N+](=O)[O-])cc1Cl)C1CCCCC1 | -2.7 | 1 | -6 | i | 14 | 2.4 | 2.2 | 3.6 | 1.0
CCCCOC(=O)Nc1ccccc1C(=O)N1CCCC1 | -3.2 | -4 | 9 | -0.3 | -5 | -0.5 | 1.7 | . | .
c1cncc(CNc2ncnc3ccc(-c4ccc5c(c4)OCO5)cc23)c1 | -2.4 | 6 | 8 | -0.5 | -3 | -2.7 | 1.6 | 1.8 | 2.9
O=C(Nc1cccc(Cl)c1)c1nc[nH]c1C(=O)NCCN(CCNC(=O)c1[nH]cnc1C(=O)Nc1cccc(Cl)c1)CCNC(=O)c1[nH]cnc1C(=O)Nc1cccc(Cl)c1 | -3.8 | 0 | -1 | i | 7 | 0.2 | -2.9 | -1.4 | 1.7
CCOC(=O)c1ccc(NC(=O)c2nc(S(=O)(=O)Cc3ccccc3)ncc2Cl)cc1 | -4.1 | 4 | -4 | i | 9 | -1.0 | 0.6 | 1.0 | 0.5
CC[C@]12c3[nH]c4ccccc4c3CCN1C(=O)C(CC(=O)NCC13CC4CC(CC(C4)C1)C3)C[C@@H]2C(=O)N1CCN(C(=O)C2CC2)CC1 (some centres not stated) | -1.8 | -2 | 2 | -0.5 | 26 | 3.1 | 3.1 | -7.8 | 1.5
